High-throughput results: PubChem, Southern Research Specialized Biocontainment Screening Center
tuberculosis growth: growth inhibition of non-replicating M. tuberculosis (AID 488890) | Mycobacterium tuberculosis non-replicating, growth inhibition; higher % means a stronger effect | inhibition, % at 25 µM, or IC50 in µM where a hit was titrated | hit rate 0.39% among 320,000; in the data active means a potency from the dose series; inconclusive means inhibition mostly from about 82% at the one dose, without a potency; inactive means the rest, 99 in 100 with inhibition below about 76%;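 further: plate controls were DMSO cells for no effect and high antibiotic wells for full effect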
M. tuberculosis HTS: M. tuberculosis growth inhibition, HTS (AID 449762); hit rate 0.59% among 330,000; one-dose inhibition, % at 25 µM; IC50 in µM for titrated hits; M. tuberculosis H37Rv growth inhibition, 7H9 media; higher % means a stronger effect; in the data active means a potency from the dose series; inconclusive means inhibition above about 70% without an active follow-up result;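 further: bacterial growth assessed after seven days of incubation; strong numbers were not always called active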
influenza NS1A: H1N1 influenza NS1A inhibitors, functional cell based assay (AID 504329); NS1A functional cell-based assay, percent inhibition; higher % means a stronger effect; one-dose inhibition, % at 12.5 µM; IC50 in µM for titrated hits; hit rate 0.3% among 340,000; in the data active means a potency from the dose series; inconclusive means inhibition above about 27% without an active follow-up result; further: strong numbers were not always called active
VEEV TC-83 Vero: inhibitors of VEEV TC-83 cytopathic effect, confirmation, Vero cells (AID 588727); Vero cells, VEEV TC-83 cytopathic effect inhibition; higher % means a stronger effect; inhibition, % at 20 µM, or IC50 in µM where a hit was titrated; hit rate 0.13% among 350,000; in the data active means a potency from the dose series; inconclusive means inhibition mostly from about 14% at the one dose, without a potency; inactive means the rest, 99 in 100 with inhibition below about 12%; further: strong numbers were not always called active
PhoP GFP inhibition: PhoP regulon inhibitors, Salmonella typhi PhoP promoter GFP reporter, confirmatory (AID 1850). Salmonella Typhi PhoP-promoter GFP reporter, fluorescence, 4 h; higher % means a stronger effect. one-dose inhibition, % at 50 µM; IC50 in µM for titrated hits. hit rate 0.33% among 310,000; in the data active means a potency from the dose series; inconclusive means inhibition mostly from about 25% at the one dose, without a potency; inactive means the rest, 99 in 100 with inhibition below about 19%;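 further: 0% = induced wells with vehicle and 100% = uninduced wells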
VEEV TC-83 Vero 10K pilot screen: recorded beside VEEV TC-83 Vero, whose call it bears; inhibition, %; measured here: 10K pilot screen inhibition
* hit, by the source's call; i = inactive; ? = inconclusive; · = no result given; & = joins results of further samples. Outcome played no part in choosing rows; overall some 1.4% were active at least once.

SMILES | tuberculosis growth | M. tuberculosis HTS | influenza NS1A | VEEV TC-83 Vero | PhoP GFP inhibition | others
CCN1CCN(c2nc(-c3ccccc3Cl)nc3ccccc23)CC1 | -5% | -8% | -6% | 0.2% | -3%
O=C(COC(=O)Cn1cc(C(F)(F)F)ccc1=O)Nc1ccccc1 | -7% | -6% | -3% | i | ·
COCCCNC(=O)C1CCN(S(=O)(=O)c2c(C)noc2/C=C\c2ccc(OC)cc2)CC1 | 17% | -8% | 2% | 1.3% | 11%
COc1ccc(CNC(=O)[C@@H](NC(=O)C2CCN(C(=O)[C@@H](N)CC(C)C)CC2)C(C)C)cc1 | 29% | -4% | -4% | 0.4% | -2%
CCN(C(=O)COC(=O)CNC(=O)c1ccccc1C)C1=CCCCC1 | 26% | 12% | -9% | i | ·
COc1ccc(OCCC(=O)OCC(=O)Nc2ccc(Br)cc2)cc1 | 87% | 7% | -4% | 0.2% | 1%
C=CCNC(=S)NNC(=O)c1ccccc1OCC | -20% | -8% | -1% | 0.1% | -3%
O=C(O)c1ccc(/C=N/Nc2ncc(Cl)cc2Cl)cc1 | 1% | 5% | -24% | 1.4% | 1%
O=C(NNc1ccc([N+](=O)[O-])cc1)C1C2CCCCC21 (configuration not stated) | 43% | ? | -4% | 0.1% | -2%
CC(=O)Nc1cc2c(cc1C(C)=O)OCCO2 | 10% | -2% | 1% | 1.3% | -2%
COc1cc(NC(=O)c2cc(C(C)C)on2)c(OC)cc1Cl | 3% | 3% | -12% | 3.9% | -1%
Cc1cc(C)c(S(=O)(=O)N2CCCCC2CCNC(=O)C(=O)NCc2cccnc2)c(C)c1 (configuration not stated) | 36% | 49% | 6% | 4.9% | 6%
CCOC(=O)NC(=S)Nc1ccc(OC)cc1 | 9% | -8% | -11% | 0.3% | 0%
CCC1=[N+](C)CCn2c(C)ccc21 | 6% | -6% | -22% | 0.2% | -1%
Cc1c(/C=C(\C#N)c2nn(-c3ccccc3)c(N)c2C#N)c2ccccc2n1Cc1ccc(F)cc1 | · | · | 22% | 7.2% | -10%
O=C(O)CCCCCNC(=O)c1ccc(C(=O)NCCCCCC(=O)O)cc1 | -5% | 5% | -6% | i | -14%
c1ccc(-n2ncc3c(NCCN4CCCCC4)ncnc32)cc1 | 4% | 0% | 3% | 0.9% | 3%
CCOC(=O)c1c[nH]c(=S)n1C | -5% | -7% | 2% | 1.2% | -3%
Cc1ccc(NC(=O)CN2C(=O)COc3ccc(S(=O)(=O)N4CCOCC4)cc32)cc1N(C)C | 10% | 2% | 2% | 0.1% | 1%
CCOc1cc(/C=C2/SC(=S)N(Cc3ccccc3)C2=O)ccc1O | 13% | 6% | -1% | 2.4% | -5%
CC(=O)c1ccc(NC(=O)CSc2nnc3ccc(-c4ccccn4)nn23)cc1 | 5% | 5% | 2% | 1.2% | 12%
CCC(=O)Nc1cccc(C2=NOC3(C2)C[C@@H](C(N)=O)N(C(=O)c2ccc(OC)cc2)C3)c1 (some centres not stated) | -8% | -2% | -4% | 0.3% | -37%
Cc1cccc(Oc2ccc(NC(=O)C3=CC=CN4CCS(=O)(=O)N=C34)cc2)c1 | 1% | 0% | -10% | 4.2% | ·
O=C(C(=O)N1CCOCC1)c1cn(Cc2ccccc2)c2ccccc12 | 10% | 4% | -2% | i | 13%
COc1ccc(C(=O)Nc2ccc(Oc3nc(C)nc4sc(-c5ccccc5)cc34)cc2)cc1OC | -14% | 6% | -3% | 0.6% | -9%
SMILES | tuberculosis growth | M. tuberculosis HTS | influenza NS1A | VEEV TC-83 Vero | PhoP GFP inhibition | others
COc1ccc(OC)c(/C=N/NC(=O)CSc2nnc(C)n2-c2ccccc2)c1 | -15% | 4% | -22% | 0.1% | 1%
COc1cc2[nH]c(=O)n(CCC(=O)N3CCc4ccccc4C3)c(=O)c2cc1OC | -14% | 8% | -9% | 9.3% | -4%
CCN(CC)c1cc(Cl)c2nonc2c1N | -9% | -9% | -9% | 5.1% | 5%
COc1nc(C)nc(NC(=O)NS(=O)(=O)c2ccccc2Cl)n1 | 5% | 3% | -15% | 0.7% | 0%
COc1ccc2oc(C(=O)Nc3ccc(N4CCOCC4)cc3)c(C)c2c1 | 24% | 1% | -4% | 9.9% | -1%
Cc1ccccc1OCC(O)Cn1c(Br)nc2c1c(=O)n(C)c(=O)n2C (configuration not stated) | 28% | -2% | -8% | 2.4% | -6%
Cc1cc(=O)n(CCC(=O)O)c2ccccc12 | -7% | -4% | 10% | 1.3% | -1%
CCOC(=O)c1sc2nc(C)nc(NCCc3ccc(S(N)(=O)=O)cc3)c2c1C | 6% | 1% | -8% | 1.7% | 5%
Cc1ccc(S(=O)(=O)N2[C@@H](c3ccc(Br)cc3)C(C(=O)O)=CC[C@H]2c2cccc(Cl)c2)cc1 | 20% | 1% | 2% | 0.5% | ·
O=C(Nc1ccc(-c2nnc(-c3ccccc3)o2)cc1)C1CCCO1 (configuration not stated) | 24% | 5% | 3% | 0.7% | 1%
O=c1c2ccccc2nc(CNCC2CCCO2)n1-c1ccc(F)cc1 (configuration not stated) | 16% | 1% | -6% | 1.5% | -11%
O=C(N/N=C/c1ccncc1)c1ccc(COc2cccc3cccnc23)cc1 | -4% | 0% | 6% | 13% | 10%
O=C(CSc1ccc(-c2ccccn2)nn1)c1ccc([N+](=O)[O-])cc1 | 4% | 7% | 27% | i | 5%
COC(=O)CSc1nnnn1-c1cccc2ccccc12 | 68% | 1% | -10% | 0.1% | 1%
CCN(Cc1ccc(OC)c(F)c1)C(=O)c1cc2ccccc2o1 | 29% | 68% | -7% | 0.5% | 10%
O=C(c1ccc(F)cc1)N1CCN(C2CCC(c3ccccc3)CC2)CC1 (configuration not stated) | 61% | 3% | 3% | 0.4% | -2%
CCCC(=O)Nc1ccccc1NC(=O)c1ccc(OC)cc1 | -27% | -3% | -3% | i | -11%
CCCn1nc(C(=O)Nc2ccc3c(c2)OCCO3)c2ccccc2c1=O | 17% | 2% | -2% | 11% | ·
CC1=C(C)C(=O)OC(C(C)C2CCC3C4CC=C5CC(OC6OC(COC7OC(CO)C(O)C(O)C7O)C(O)C(O)C6O)CC(O)C5(C)C4CCC23C)C1 (configuration not stated) | 7% | -14% | -2% | 3.8% | 4%
CCN(CC)C1CCN(Cc2c(C(=O)N3CCCCCCC3)nc3ccc(Cl)cn23)C1 (configuration not stated) | 6% | 3% | -3% | 1.0% | -2%
CC(C(=O)NCC1CCCCC1)N(C)Cc1ccc(Cl)cc1 (configuration not stated) | 57% | 13% | -4% | 1.0% | 1%
COc1ccccc1NC(=O)CN(c1ccc(C23CC4CC(CC(C4)C2)C3)cc1)S(C)(=O)=O | 12% | 1% | 5% | i | -5%
CCOC(=O)C1=NN(c2ccc([N+](=O)[O-])cc2)CC1C(=O)OC (configuration not stated) | 2% | -7% | 0% | 0.9% | -8%
Cc1c(N=c2scc(-c3ccccc3)n2CCO)c(=O)n(-c2ccccc2)n1C | 8% | -3% | -1% | 1.3% | -7%
CC(C)(C)OC(=O)N/N=C/c1c[nH]c2ccccc12 | -1% | -2% | 5% | 1.8% | 11%
SMILES | tuberculosis growth | M. tuberculosis HTS | influenza NS1A | VEEV TC-83 Vero | PhoP GFP inhibition | others
C/C=C\C=C\C(=O)Nc1cccc(C2=NOC3(C2)C[C@H](C(N)=O)N(C(=O)c2ccccc2C(=O)c2ccccc2)C3)c1 (some centres not stated) | 37% | 32% | · | · | -8%
CN(c1ccc(C(=O)NCc2cccs2)cc1)S(=O)(=O)c1ccccc1 | 19% | -1% | -10% | 2.8% | 8%
COc1cc(NC(=O)C(F)(F)F)cc(OC)c1 | 0% | -11% | 2% | 0.0% | -3%
Cc1ccc(SCCC(=O)Nc2ccc(OCc3ccccc3)cc2)cc1 | 46% | ? | 18% | 0.4% | 0%
O=C1/C(=C/c2ccccc2[N+](=O)[O-])COc2ccccc21 | ? | ? | 14% | 2.0% | 2%
CCC(CC)C(=O)N=C1SC2CS(=O)(=O)CC2N1CCc1ccc(OC)cc1 (configuration not stated) | 9% | 1% | -8% | i | 0%
O=S(=O)(c1ccc(F)cc1)N1CCN(c2ncnc3c2cnn3-c2ccccc2)CC1 | -15% | 10% | 5% | i | 8% | VEEV TC-83 Vero 10K pilot screen=1.4
c1ccc(-c2cc(-c3nnco3)c3ccccc3n2)nc1 | 7% | -10% | 1% | 10% | 8%
COc1ccc(CCNC(=O)c2nnn(CC(=O)Nc3c(C)cc(C)cc3C)c2N)cc1OC | -10% | -2% | 8% | 0.7% | -6%
Cc1ccc(N(C(=O)CNC(=O)c2ccco2)C(C(=O)NCC2CCCO2)c2ccccc2)c(C)c1 (configuration not stated) | -2% | 1% | -7% | 2.6% | -1%
CCOC(=O)C1(C(F)(F)F)N=C(c2cccnc2)OC(N2CCOCC2)=N1 (configuration not stated) | 6% | 4% | -2% | 0.0% | 9%
COc1cccc(/C=N/n2c(C3CCCCC3)n[nH]c2=S)c1O | 3% | -5% | -2% | 1.1% | 11%
CCOc1ccc(C2=C(C=C(C#N)C#N)C(c3ccccc3)c3ccccc3O2)cc1 (configuration not stated) | -2% | 12% | 12% | i | -3% | VEEV TC-83 Vero 10K pilot screen=0.7
O=C1c2ccccc2[C@@H]2C[C@@H](O)[C@H](Nc3ccccc3Cl)CCN12 | · | · | -5% | 1.5% | ·
COCCCN(C(=O)Nc1cccc(Cl)c1)C(C)c1ccccn1 (configuration not stated) | -2% | -20% | 1% | 0.5% | 12%
Cc1ccc(CSC2=NCCN2S(=O)(=O)c2ccc(F)cc2)cc1 | 45% | 8% | 5% | 7.7% | 6%
CC/C(=C(\c1ccccc1)c1ccc(OCCN(C)C)cc1)c1ccccc1 | ? | ? | 12%&14% | 0.8% | 10%&6%
COc1ccc(C)cc1NC(=O)CSc1nnc(COc2ccc(C)cc2)n1Cc1ccco1 | 8% | -4% | 0% | 7.5% | -3%
CCCCNC(=O)O[C@@H]1C[C@@H]2CCN3C(=O)CCC[C@H]([C@H]1CC)[C@H]23 | -2% | -1% | -12% | 0.6% | -7%
O=C(/C=C/c1ccc(Cl)cc1Cl)NCc1ccco1 | 76% | 1% | -6% | 5.4% | -8%
O=C(COC(=O)c1cc([N+](=O)[O-])ccc1NCc1ccccc1)NC1CCCCC1 | 47% | -1% | 9% | 40% | -1%
CCCCC1=CC2=C(c3ccco3)C(=O)C(C)(OC(=O)c3ccc(OC)cc3)C(=O)C2=CN1Cc1ccccc1 (configuration not stated) | 51% | -1% | 6% | 2.8% | 4%
CCCn1nc(NS(=O)(=O)c2ccc(F)cc2)c2cc3ccccc3nc21 | 4% | 4% | 11% | 0.9% | 8%
O=S(=O)(NC1CC1)c1ccccc1 | -12% | 2% | -32% | 0.2% | -9%
CCC(C(=O)O)N1C(=O)/C(=C/c2cccn2C)SC1=S (configuration not stated) | 21% | -1% | 26% | 0.3% | -14%
Cc1cccc(C)c1NC(=S)NC(=O)CCc1ccccc1 | 75% | 2% | -4% | i | 12%
CCc1ccccc1NC(=O)CN1CCN(C(=O)CN2C(=O)NC3(CCCCC3C)C2=O)CC1 (configuration not stated) | · | · | -6% | 1.0% | ·
NC(=O)C1CC(=O)N(CCc2ccc(F)cc2)C1 (configuration not stated) | -11% | -4% | -22% | i | 4%
O=C(/C=C/c1ccccc1[N+](=O)[O-])Nc1cccnc1 | 29% | 4% | -2% | 1.8% | 0%

In the list so far, these have a cyano group:
SMILES | tuberculosis growth | M. tuberculosis HTS | influenza NS1A | VEEV TC-83 Vero | PhoP GFP inhibition | others
Cc1c(/C=C(\C#N)c2nn(-c3ccccc3)c(N)c2C#N)c2ccccc2n1Cc1ccc(F)cc1 | · | · | 22% | 7.2% | -10%
CCOc1ccc(C2=C(C=C(C#N)C#N)C(c3ccccc3)c3ccccc3O2)cc1 (configuration not stated) | -2% | 12% | 12% | i | -3% | VEEV TC-83 Vero 10K pilot screen=0.7

Quoted at random: five records from the list.
SMILES | tuberculosis growth | M. tuberculosis HTS | influenza NS1A | VEEV TC-83 Vero | PhoP GFP inhibition | others
CCOC(=O)C1(C(F)(F)F)N=C(c2cccnc2)OC(N2CCOCC2)=N1 (configuration not stated) | 6% | 4% | -2% | 0.0% | 9%
O=C1c2ccccc2[C@@H]2C[C@@H](O)[C@H](Nc3ccccc3Cl)CCN12 | · | · | -5% | 1.5% | ·
C/C=C\C=C\C(=O)Nc1cccc(C2=NOC3(C2)C[C@H](C(N)=O)N(C(=O)c2ccccc2C(=O)c2ccccc2)C3)c1 (some centres not stated) | 37% | 32% | · | · | -8%
Cc1ccc(CSC2=NCCN2S(=O)(=O)c2ccc(F)cc2)cc1 | 45% | 8% | 5% | 7.7% | 6%
Cc1ccc(SCCC(=O)Nc2ccc(OCc3ccccc3)cc2)cc1 | 46% | ? | 18% | 0.4% | 0%
